Assay outcomes (PubChem BioAssay)
RTF Ca sens act: cardiac RTF calcium sensitivity activators, primary screen, biochemical, IANBD-TnC fluorescence, EC20 calcium | Troponin I, cardiac muscle (Homo sapiens) + Troponin T, cardiac muscle (Homo sapiens) + … | IANBD-labeled TnC RTF fluorescence at EC20 calcium; 0% EC20 calcium, 100% full calcium | activation, % at 7.2 µM | hit rate 0.24% among 340,000 | AID 493008, 2010;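 active = activation above the mean over all tested compounds plus 3 SD, cut at about 30% in these data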;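 also: rise in fluorescence read as greater calcium sensitivity of cardiac thin filaments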
Cardiac RTF inh: cardiac RTF calcium sensitivity inhibitors, primary screen, biochemical, IANBD-TnC fluorescence, EC70 calcium; IANBD-labeled cardiac RTF, Ca2+ fluorescence; AID 493244, 2011; hit rate 0.12% among 340,000; inhibition, % at 7.15 µM; Troponin I, cardiac muscle (Homo sapiens) + Troponin T, cardiac muscle (Homo sapiens) + …;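 active = inhibition above the mean inhibition of all tested compounds plus 3 SD, cut at about 17% in these data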;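 also: assay run at fixed EC70 calcium of 1.6 mM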
Keap1-Nrf2 PPI: Keap1-Nrf2 protein-protein interaction inhibitors, primary screen, biochemical, fluorescence polarization, single point | hit rate 0.15% among 340,000 | inhibition, % at 9.4 µM | Keap1 Kelch-Nrf2 peptide fluorescence polarization, 1536-well | Kelch-like ECH-associated protein 1 (Homo sapiens), Q14145; in the data active = inhibition above about 12%;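 also: human Keap1 Kelch domain with fluorescein labeled Nrf2 9mer peptide probe; 0% = neutral control wells and 100% = peptide positive control; higher means more block of Keap1 binding to Nrf2 peptide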
Rtt109 HAT inh: inhibitors of C. albicans Rtt109/Vps75 HAT, primary screen, biochemical, ThioGlo CoA-SH fluorescence, plate reader | inhibition, % at 34.9 µM | hit rate 0.16% among 330,000 | Histone acetyltransferase RTT109 (Candida albicans (strain SC5314 / ATCC MYA-2876)), … | purified Rtt109/Vps75, 4 h | AID 540336, 2011;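 active = inhibition of at least 50% in every replicate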
dFosB act: activators of delta FosB homodimer, primary screen, biochemical, fluorescence polarization, TAMRA-CDK5 oligo, single point; hit rate 0.99% among 340,000; Protein FosB (Mus musculus), P13346; purified delta FosB; percent of positive-control signal above neutral wells; activation, % at 25 µM;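 active = mean activation above about 17%, with every replicate also reaching it, limit read from the data, passing the limit was not always enough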;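 also: fluorescence polarization rise as delta FosB binds a TAMRA Cdk5 AP-1 oligo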
SUMO Mot1 rescue: yeast Mot1-301 growth rescue at high temperature, primary screen, SUMOylation pathway inhibitor project, S. cerevisiae, ATP luminescence, 38.5C. S. cerevisiae Mot1-301 growth rescue; percent above DMSO median, 100 means doubled. growth rescue, % at 18.8 µM. hit rate 1% among 320,000. AID 2716, 2010;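 active = every valid replicate shows activation above 250% relative to neutral control wells; inactive = the rest, any valid replicate at or below 250%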;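 also: OY570 slx delta 5 strain wells were the positive control but not used for scaling; some compounds called inactive have numbers as strong as hits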
PvdQ acylase: P. aeruginosa PvdQ acylase inhibitors, primary screen, biochemical, fluorescence, plate reader and imaging, single point. purified PvdQ acylase. AID 488965, 2010. inhibition, % at 10 µM. PvdQ acylase [Pseudomonas aeruginosa LESB58]. hit rate 0.063% among 340,000; in the data active = inhibition above about 30%, passing the limit was not always enough;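 also: 0% = vehicle neutral wells and 100% = reference inhibitor wells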
C-LANA FP: inhibitors of KSHV C-LANA binding to DNA, primary screen, biochemical, fluorescence polarization, FAM-LBS DNA, MBP-C-LANA, single point; Kaposi's sarcoma herpesvirus LANA C-terminal domain (residues 932-1162) DNA binding; inhibition, % at 9 µM; hit rate 0.078% among 340,000; AID 504423, 2011;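 active = highest replicate inhibition at or above 60% at 9 µM, even if other replicates fall short; inactive = all replicates below 60% inhibition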;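 also: 0% = neutral control wells and 100% = 4 µM acridine orange control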
CDK5 p35 inh: inhibitors of human CDK5/p35 kinase, primary screen, biochemical, single concentration; Cyclin-dependent kinase 5 (Homo sapiens) + Cyclin-dependent kinase 5 activator 1 (Homo …; Recombinant CDK5/p35, ADP-Glo luminescence, 60 min; inhibition, % at 10 µM; hit rate 0.01% among 330,000; AID 488839, 2010;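 active = highest replicate inhibition of at least 50% and at least 75% of replicates reaching 50%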;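 also: plate controls were DMSO neutral control for no effect and GW8510 at 10 µM for full effect; many of its hits are not listed in these tables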
PfHsp90 set2: growth inhibition of PfHsp90-expressing yeast, primary screen, antimalarial PfHsp90 inhibitor project, S. cerevisiae, BacTiter-Glo luminescence, single point, set 2; BacTiter-Glo ATP, 48 h; yeast lacking PDR1 and PDR3 efflux regulators; inhibition, % at 9.4 µM; hit rate 0.32% among 310,000;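 active = every replicate shows inhibition above about 80%, whatever the replicate mean, limit read from the data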;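 also: 0% = DMSO neutral controls and 100% = 20 µM radicicol positive controls; yeast relying on Plasmodium falciparum Hsp90 in place of its own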
NSD2 inh: NSD2 histone methyltransferase inhibitors, primary screen, biochemical, AlphaScreen, single concentration, set 2; Histone-lysine N-methyltransferase NSD2 (Homo sapiens), O96028; NSD2 peptide methylation, 120 min; inhibition, % at 12.5 µM; hit rate 0.54% among 310,000; AID 743445, 2014; in the data active = inhibition above about 50%
Target sequence (O96028 whole entry, looked up): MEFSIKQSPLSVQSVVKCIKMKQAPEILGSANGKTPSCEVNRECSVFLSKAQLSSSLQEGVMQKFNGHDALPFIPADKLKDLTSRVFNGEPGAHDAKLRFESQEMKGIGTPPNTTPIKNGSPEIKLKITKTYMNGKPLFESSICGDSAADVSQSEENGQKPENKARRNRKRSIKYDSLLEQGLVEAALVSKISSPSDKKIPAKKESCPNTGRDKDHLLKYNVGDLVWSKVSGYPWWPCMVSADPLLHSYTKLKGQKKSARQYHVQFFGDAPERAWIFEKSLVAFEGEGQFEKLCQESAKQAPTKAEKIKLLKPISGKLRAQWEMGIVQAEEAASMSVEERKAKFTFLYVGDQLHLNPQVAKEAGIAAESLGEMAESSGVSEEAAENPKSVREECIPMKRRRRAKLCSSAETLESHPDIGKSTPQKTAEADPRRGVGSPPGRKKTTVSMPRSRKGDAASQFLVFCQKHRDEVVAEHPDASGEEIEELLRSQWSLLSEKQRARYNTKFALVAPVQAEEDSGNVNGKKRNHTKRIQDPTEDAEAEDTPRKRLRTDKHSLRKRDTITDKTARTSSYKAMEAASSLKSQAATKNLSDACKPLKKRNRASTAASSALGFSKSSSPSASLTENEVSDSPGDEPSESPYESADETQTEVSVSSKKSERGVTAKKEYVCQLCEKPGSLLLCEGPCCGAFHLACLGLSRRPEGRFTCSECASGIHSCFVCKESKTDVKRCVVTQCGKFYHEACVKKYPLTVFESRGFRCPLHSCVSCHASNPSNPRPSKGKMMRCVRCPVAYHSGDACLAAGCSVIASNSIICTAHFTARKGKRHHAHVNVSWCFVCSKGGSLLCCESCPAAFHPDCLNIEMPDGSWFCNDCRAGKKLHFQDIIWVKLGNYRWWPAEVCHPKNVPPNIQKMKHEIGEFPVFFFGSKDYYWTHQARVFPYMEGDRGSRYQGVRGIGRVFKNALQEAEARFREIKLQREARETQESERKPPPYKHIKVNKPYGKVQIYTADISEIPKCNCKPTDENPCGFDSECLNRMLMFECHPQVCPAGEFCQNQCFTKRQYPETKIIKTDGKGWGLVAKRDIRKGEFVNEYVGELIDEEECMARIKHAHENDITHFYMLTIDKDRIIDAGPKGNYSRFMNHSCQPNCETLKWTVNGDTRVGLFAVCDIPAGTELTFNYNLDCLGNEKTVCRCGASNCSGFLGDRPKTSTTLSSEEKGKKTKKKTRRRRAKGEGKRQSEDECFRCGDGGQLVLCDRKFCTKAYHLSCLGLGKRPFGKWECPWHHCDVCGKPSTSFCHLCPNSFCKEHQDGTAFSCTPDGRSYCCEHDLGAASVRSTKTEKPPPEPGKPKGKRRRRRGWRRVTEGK
Numbers without * were called inactive; . = not tested or not shown. Hits appear at their usual frequency. About 3.2% of those tested had a hit in this group.

Order of results: RTF Ca sens act, Cardiac RTF inh, Keap1-Nrf2 PPI, Rtt109 HAT inh, dFosB act, SUMO Mot1 rescue, PvdQ acylase, C-LANA FP, CDK5 p35 inh, PfHsp90 set2, NSD2 inh
- COc1ccc(CCN2CC(O)=C(c3nc4ccccc4c(=O)[nH]3)C2=N)cc1OC
  -1, 4, -1, -14, 4, 378, 1, 1.2, -0.2, ., 7
- C=CCn1c(SCc2ccc(Cl)c(Cl)c2)nnc1C(CO)NC(=O)c1ccc(OC)cc1 (centres undefined)
  -10, 3, -3, 7, 4, -6, 1, 0.4, -0.7, 5, -2
- CCS(=O)(=O)N1CCCC(C(=O)NCCCN2CCCC2=O)C1 (centres undefined)
  4, 5, 0, 3, 5, 25, -4, 1.7, -0.4, -6, 4
- COc1ccc(C(=O)N/N=C/c2ccc(OC(=O)c3cccc4ccccc34)c([N+](=O)[O-])c2)cc1
  -4, 4, 4, 6, -4, 69, -11, 0.0, 0.9, -15, -1
- COCCOC(=O)N/C=C\c1nc2ccccc2c(=O)[nH]1
  5, 4, -2, 12, -10, 2, 8, 5.0, -0.7, 14, 1
- COc1ccc2c(c1)CCC1C2=NN(/C(C)=C\C(C)=O)C1c1ccc(F)cc1 (centres undefined)
  4, 1, -3, -6, -8, 3, -2, 0.2, 0.6, 2, -2
- O=C1CC(N2CCN(Cc3ccc4c(c3)OCO4)CC2)C(=O)N1Cc1ccc(N2CCCC2=O)cc1 (centres undefined)
  10, -4, -8, 4, -3, -10, -11, -0.9, -2.4, -7, 1
- N#Cc1sc2nc3c(c(-c4cccnc4)c2c1N)CCC3
  -4, -1, 2, 3, 1, -13, 4, 0.3, -0.1, 11, 5
- Cc1ccc(S(=O)(=O)/N=C(/Nc2ccc([N+](=O)[O-])cc2[N+](=O)[O-])c2ccccc2)cc1
  -5, -9, 5, -1, 1, 415*, -13, 0.4, 1.9, 21, 14
- COc1ccc(CCNC(=O)C2CCN(S(=O)(=O)c3ccc(OC)c(OC)c3)CC2)cc1
  1, -3, -3, ., -9, ., -7, -0.1, 2.0, ., -2
- Cc1nn(C)c(C)c1CNC(=O)Nc1ccc(Cl)cc1
  12, -9, -13, 1, -8, 18, -5, -0.3, 0.8, 2, 10
- O=C(CN1CCN(C(=O)c2cccc(S(=O)(=O)N3CCCC3)c2)CC1)Nc1cccc(F)c1
  -10, -13, -1, -8, -11, ., -3, -0.2, 0.3, -8, -1
- Cc1cc(C)n(-c2nc(SCC(=O)O)c3c4c(sc3n2)COC(C)(C)C4)n1
  0, -2, -5, 0, -17, 43, -6, -1.4, 0.0, 32, 27
- Cc1onc(-c2c(F)cccc2Cl)c1C(=O)NC1CCSC1=O (centres undefined)
  10, -11, 5, -12, -2, -13, -10, 0.0, -0.3, 13, -1
- Cc1ccc(C)c(Nc2nc3ccccc3[nH]2)c1
  2, 1, -3, 5, 1, ., -12, 0.2, 2.0, 12, 2
- COc1cc(C(=O)NC2CCN(Cc3nnnn3Cc3cccs3)CC2)cc(OC)c1OC
  -2, -7, 5, 3, -14, 4, -11, 1.5, -0.4, 16, 3
- N#CC(c1ccccc1O)N1N=C(c2ccccc2)CC1c1ccccc1 (centres undefined)
  -2, -7, -4, 10, -10, -1, 1, -0.8, 3.4, 11, .
- COc1ccc(-c2cc(C(=O)Nc3ccc(C)c(N)c3)c3ccccc3n2)cc1
  0, 0, -1, 4, 0, -9, 12, 0.5, 0.6, 9, 0
- CC[C@H](C)[C@@H]1NC(=O)c2cc([N+](=O)[O-])cc(F)c2NCCCC[C@@H](C(N)=O)NC(=O)[C@H](CC(N)=O)NC1=O
  1, 2, -1, 14, 3, -4, -8, 1.2, 0.7, -29, .
- C[C@H]1CN(S(=O)C(C)(C)C)[C@H](CCO)/C1=C\CCO (some centres undefined)
  2, -1, -3, 2, 8, ., -4, 1.6, -0.2, 3, .

Complete entries, quoted from the list. Order of screens: RTF Ca sens act | Cardiac RTF inh | Keap1-Nrf2 PPI | Rtt109 HAT inh | dFosB act | SUMO Mot1 rescue | PvdQ acylase | C-LANA FP | CDK5 p35 inh | PfHsp90 set2 | NSD2 inh
CC[C@H](C)[C@@H]1NC(=O)c2cc([N+](=O)[O-])cc(F)c2NCCCC[C@@H](C(N)=O)NC(=O)[C@H](CC(N)=O)NC1=O is entered as 1 | 2 | -1 | 14 | 3 | -4 | -8 | 1.2 | 0.7 | -29 | .
COc1cc(C(=O)NC2CCN(Cc3nnnn3Cc3cccs3)CC2)cc(OC)c1OC is entered as -2 | -7 | 5 | 3 | -14 | 4 | -11 | 1.5 | -0.4 | 16 | 3

(next part)
Order of results: RTF Ca sens act, Cardiac RTF inh, Keap1-Nrf2 PPI, Rtt109 HAT inh, dFosB act, SUMO Mot1 rescue, PvdQ acylase, C-LANA FP, CDK5 p35 inh, PfHsp90 set2, NSD2 inh
- CCCC(=O)Nc1nc2ccc(NC(=O)c3c(F)c(F)c(OC)c(F)c3F)cc2s1
  -1, -8, -2, 7, 7, -1, -12, -1.6, -1.9, 16, -18
- CCCN(CC1CC1)S(=O)(=O)c1ccc(-n2cnnn2)c(OC)c1
  -1, -13, -3, -4, -9, -7, -6, 0.9, -1.6, 6, 0
- CCOC(=O)C(Cc1ccccc1)c1ccnc2ncnn12 (centres undefined)
  -3, 1, -6, -10, -3, -11, -13, 1.8, -0.4, -9, -2
- N#Cc1c(/N=C/N2CCCC2)oc(-c2ccccc2)c1-c1ccccc1
  -2, 3, 0, 0, -5, -15, -5, 1.3, 0.0, 3, 12
- CCNC(=O)COC(=O)CCNC(=O)c1cccc(C)c1
  2, -9, 3, -33, 1, -4, 7, 0.6, -0.4, 7, -1
- Cc1cc(Cn2nc(C(=O)NCC3CC3)cc2-c2ccccc2)on1
  16, 0, -6, 1, 0, 9, -3, -0.8, -1.5, 7, .
- O=C(COc1ccc2c3c(c(=O)oc2c1)CCC3)Nc1ccc(CCO)cc1
  -5, 9, -2, -13, 9, 22, -8, -0.5, 3.1, 3, -1
- CCOC(=O)/C(C#N)=C1/C=CN(c2ccc(C)cc2)C=N1
  3, -2, -3, 8, 4, -4, -12, 1.1, 1.8, -14, -3
- CC1(C)CC(=O)C(Sc2ccccc2[N+](=O)[O-])=C(O)C1
  -2, -3, 5, -6, 3, -2, -14, -0.5, 1.1, 9, -3
- O=C(CCSc1ccc(Cl)cc1)N1CCN(S(=O)(=O)c2ccccc2)CC1
  -1, -8, -1, -16, -3, -13, -2, 1.3, 2.5, -23, -1
- Cc1c(C(=O)N2CCC3(CC2)CC(=O)c2ccccc2O3)cccc1[N+](=O)[O-]
  8, 8, 1, -4, -4, -7, -5, 1.4, -3.8, -8, 1
- Cc1cc(C)n2nc(SCC(=O)N/N=C/c3ccccc3F)nc2n1
  0, -5, 2, 7, -4, -1, 3, 0.3, 3.3, -5, 0
- Cc1cnc([N+](=O)[O-])n1CCOC(=O)NC(=O)c1ccc(F)cc1
  -3, -1, 2, -4, -9, 1, -6, 0.4, -3.9, -30, -5
- COC(=O)CCC(=O)Nc1cccc(Br)c1
  0, -10, -7, -4, -3, 1, -16, 1.0, 0.3, 27, .
- Cc1ccc(F)c(CNC(=O)C2CCC(=O)N(CCN3CCOCC3)C2)c1F (centres undefined)
  -7, -6, 1, 12, 3, -10, 12, -0.3, 0.4, -7, 7
- CCCC1=NN(C(=O)C(=O)Nc2ccc(Br)cc2)C(O)(C(F)(F)F)C1 (centres undefined)
  3, -5, 2, 18, -6, 15, -11, 0.9, -3.7, 9, -3
- Cc1ccc(NC(=O)C2CCN(S(=O)(=O)c3ccc4c(c3)oc(=O)n4C)CC2)cc1
  -10, -4, -7, -21, 6, 0, -22, 0.1, 0.6, -9, -1
- CC(NS(=O)(=O)c1ccc(NC(=O)N2CCCCC2)cc1)c1ccccc1 (centres undefined)
  3, -4, 3, 1, 0, 1, -7, 1.9, 0.7, -5, 0
- CC1CCN(S(=O)(=O)c2ccc3c(c2)c(=O)c(C(=O)NC2CCCC2)cn3C)CC1
  5, -7, 0, 2, -11, -26, -7, -0.7, -0.7, ., 7
- CC(C)(C)c1cc2ncnc(N3CCCCC3)c2s1
  -3, -5, -1, -5, -6, 29, 0, 0.3, -1.0, -15, -3
- COC(=O)CN1C(=S)N(Cc2ccccc2)C(=O)C1CC(=O)Nc1ccc(Br)cc1 (centres undefined)
  4, -19, -1, -4, 0, -3, -13, -0.3, -0.3, 30, -2
- COc1ccccc1C(=O)Nc1ccc(C(=O)N2CCCCC2)cc1
  8, -3, 3, -11, -2, -17, 2, -0.7, -1.7, 6, 0
- CCNC(=S)N(Cc1ccco1)Cc1cc2cc(OCC)ccc2[nH]c1=O
  5, -1, -2, -3, -6, -4, -12, 0.3, -3.2, -18, 2
- Fc1cccc(-c2cc3nc4c(c(NCc5ccco5)n3n2)CCCC4)c1
  -1, -1, -3, -16, -8, 24, -7, -1.5, 1.4, -2, 2
- O=c1oc2ccccc2c(O)c1CN1CCCCC1
  0, -7, -5, -7, -11, 493, -3, 2.0, -0.6, 32, 0
- Nc1nc(C23CC4CC(CC(Cl)(C4)C2)C3)cs1
  5, -4, 0, -4, 2, -9, 5, 1.2, 0.1, 15, 0
- Cn1c(C(=O)NCC2CCCO2)cc2c(=O)n(C)c3ccccc3c21 (centres undefined)
  0, -1, -1, 12, 0, 123, -8, -0.2, 0.6, -26, .
